KDM4E inh – qHTS Assay for Inhibitors of Human Jumonji Domain Containing 2E (JMJD2E). Lysine-specific demethylase 4E (Homo sapiens), B2RXH2. JMJD2E catalytic domain, FDH-coupled NADH fluorescence (FDH is formaldehyde dehydrogenase). Potency, µM (highest dose often 57.1 µM), for inactives: at the top dose activity change, negative = inhibition, hits mostly inhibitors. hit rate 1.6% among 230,000. AID 2147, 2009; active means well fitted inhibition curve with a large enough effect, not every such curve was filed as active; inconclusive means small, poorly fitted or top-dose-only effect, or another doubt; inactive means no such curve, though single readings can be large or run the other way;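 further: 0% = wells with enzyme and -100% = buffer wells without enzyme; nearly all actives have a fitted effect of over 50% in size; many of its hits are not listed in these tables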
GAA glycogen – qHTS Assay for Inhibitors and Activators of Human alpha-Glucosidase Cleavage of Glycogen | hit rate 0.38% among 300,000 | Lysosomal alpha-glucosidase (Homo sapiens), P10253 | Potency, µM (top dose mostly 76.4 µM), without a hit: at the top dose activity change, negative = inhibition, actives largely listed as inhibitors | recombinant GAA, glycogen substrate, Amplex Red glucose oxidase fluorescence;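 further: 0% = full enzyme reaction and -100% = no-enzyme basal signal; the screen sought inhibitors and activators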
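qHTS, 1536-well; enzyme 4 nM final; cpd up to 77 uM; substrate bovine liver glycogen 30 ug; 50 mM citrate/phosphate pH 5.0, 0.01% Tween-20; 37 C, 40 min; Amplex Red detection 45 min RT; Hill fit → AC50.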
GAA inhib – qHTS Assay for Inhibitors of Human alpha-Glucosidase as a Potential Chaperone Treatment of Pompe Disease; Lysosomal alpha-glucosidase (Homo sapiens), P10253; purified human GAA, 4-MU-alpha-glucoside fluorescence; Potency, µM (highest dose often 76.9 µM), inactives show at the top dose activity change, negative = inhibition, usual class: inhibitors; hit rate 0.005% among 200,000; AID 1466, 2008;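 further: plate controls were uninhibited enzyme wells for no effect and no-enzyme background for full effect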
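Activity normalized between no-enzyme (basal) and enzyme-only wells. Conditions: 4 nM human enzyme, 400 uM fluorogenic substrate, citrate/phosphate pH 5.0 with Tween-20, 20 min room temperature, compounds up to 77 uM.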
SMN2 splice up – qHTS Assay for Enhancers of SMN2 Splice Variant Expression | HEK293 SMN2-luciferase splicing reporter, luminescence, 30-36 h | Potency, µM (top dose mostly 46.1 µM), for the others: top-dose activity change, positive = activation, actives largely listed as activators | hit rate 2.8% among 210,000 | AID 1458, 2008; further: % of control where 0% means no effect; nearly all actives have a fitted effect of over 55% in size
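HEK293 cells carry an SMN2 minigene-luciferase reporter in which exon 7 inclusion puts luciferase in frame. Cells were seeded at 2000 cells/well, attached for 10-12 hours, then exposed to compounds for 30-36 hours at 37C before ONE-Glo luminescence.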
ALDH1A1 inh – qHTS Assay for Inhibitors of Aldehyde Dehydrogenase 1 (ALDH1A1). Aldehyde dehydrogenase 1A1 (Homo sapiens), P00352. Purified ALDH1A1, NADH fluorescence, propionaldehyde substrate. Potency, µM (highest dose often 75.3 µM), for the others: at the top dose activity, negative = inhibition, usual class: inhibitors. hit rate 7.3% among 220,000. AID 1030, 2008; active means well fitted inhibition curve with a large enough effect, not every such curve was filed as active; inconclusive means small, poorly fitted or top-dose-only effect, or another doubt; inactive means no such curve, though single readings can be large or run the other way;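 further: plate controls were no enzyme wells and a reference inhibitor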
Target sequence (P00352 whole entry, looked up): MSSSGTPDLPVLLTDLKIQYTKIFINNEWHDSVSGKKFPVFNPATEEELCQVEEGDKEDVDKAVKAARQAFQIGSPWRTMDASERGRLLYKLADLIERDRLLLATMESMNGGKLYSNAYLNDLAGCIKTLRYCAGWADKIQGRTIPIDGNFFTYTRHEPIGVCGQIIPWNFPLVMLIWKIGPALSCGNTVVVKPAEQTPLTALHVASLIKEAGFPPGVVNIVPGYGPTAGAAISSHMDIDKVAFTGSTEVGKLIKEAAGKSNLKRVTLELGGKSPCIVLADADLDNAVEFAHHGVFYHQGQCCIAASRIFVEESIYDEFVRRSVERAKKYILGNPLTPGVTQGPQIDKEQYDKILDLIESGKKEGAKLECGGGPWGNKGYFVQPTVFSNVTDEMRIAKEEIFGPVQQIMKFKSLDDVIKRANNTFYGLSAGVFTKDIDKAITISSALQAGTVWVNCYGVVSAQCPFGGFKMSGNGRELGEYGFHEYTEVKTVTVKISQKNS
GLA spleen mod – qHTS Assay for Inhibitors and Activators of Human alpha-Galactosidase From Spleen Homogenate; hit rate 0.008% among 240,000; Alpha-galactosidase A (Homo sapiens), P06280; Potency, µM (doses to about 80 µM), without a hit: top-dose activity change, negative = inhibition, actives largely listed as inhibitors; human spleen homogenate, 4MU-alpha-Gal fluorescence, 40 min;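 further: 0% = enzyme with vehicle and -100% = no enzyme basal signal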
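Spleen homogenate 1 ug + cpd (titration) + 4-MU-alpha-D-galactopyranoside 1 mM; 37C 40 min; 50 mM citrate/phosphate pH 5.0, 0.01% Tween-20; stop pH 10; fluorescence 365/440; AC50 via Hill.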
GAA spleen mod – qHTS Assay for Inhibitors and Activators of Human alpha-Glucosidase From Spleen Homogenate; human spleen homogenate, 4-MU-alpha-glucoside fluorescence; hit rate 0.006% among 240,000; Potency, µM (titrated, usually from 79.9 µM), for inactives: at the top dose activity change, negative = inhibition, hits mostly inhibitors; Lysosomal alpha-glucosidase (Homo sapiens), P10253;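 further: 0% = enzyme with vehicle and -100% = no enzyme basal signal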
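Human spleen homogenate (1 ug) incubated with compounds and 1 mM 4-methylumbelliferyl-alpha-D-glucopyranoside in pH 5.0 citrate/phosphate buffer, 37 C, 40 min. Stopped at pH 10; 4-MU fluorescence (Ex 365/Em 440 nm); AC50 by Hill fit.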
RGS12 GoLoco inh – qHTS Assay for Inhibitors of RGS12 GoLoco Motif Activity (Red Fluorophore) | Potency, µM (top dose mostly 61.6 µM), without a hit: at the top dose activity, negative = inhibition, usual class: inhibitors | Gai1:RGS12 GoLoco peptide FP, rhodamine, 10 min | Guanine nucleotide-binding protein G(i) subunit alpha-1 (Homo sapiens), P63096 | hit rate 0.44% among 230,000; active means well fitted inhibition curve with a large enough effect, not every such curve was filed as active; inactive means no such curve, though single readings can be large or run the other way; further: on the % scale 0 is the no-effect control and ±100 the full control effect; nearly all actives have a fitted effect of over 30% in size; many of its hits are not listed in these tables
Target sequence (P63096 whole entry, looked up): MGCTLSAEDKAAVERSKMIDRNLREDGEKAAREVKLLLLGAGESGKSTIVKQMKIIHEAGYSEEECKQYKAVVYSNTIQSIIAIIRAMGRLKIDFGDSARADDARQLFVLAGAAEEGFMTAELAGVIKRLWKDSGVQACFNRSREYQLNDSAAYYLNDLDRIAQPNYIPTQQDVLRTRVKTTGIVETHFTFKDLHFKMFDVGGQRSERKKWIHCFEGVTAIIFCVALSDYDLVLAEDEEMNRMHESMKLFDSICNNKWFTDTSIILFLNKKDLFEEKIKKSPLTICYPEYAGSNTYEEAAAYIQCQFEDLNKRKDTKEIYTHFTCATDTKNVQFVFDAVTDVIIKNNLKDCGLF
Active calls of the source: *; ? = inconclusive; · = not tested or not shown; & = joins results of further samples; [ ] = another dose, or the depositor's remark. Unless noted, the call rests on the fitted dose curve; in most records, active means well fitted curve in the direction sought with a large enough effect; inconclusive means small, poorly fitted or top-dose-only effect, or another doubt; inactive means no such curve, though single readings can be large; an effect the other way counts as inactive or inconclusive. Potency means the concentration at half of the fitted maximal effect.

Structure	KDM4E inh	GAA glycogen	GAA inhib	SMN2 splice up	ALDH1A1 inh	GLA spleen mod	GAA spleen mod	RGS12 GoLoco inh
Cc1ccc(C(O)c2cccnc2)o1 (stereo unspecified)	-0.9%	9.6%	-1.0%	-16.8%	-6.7%	0.4%	-6.2%	-4.3%
COc1ccc(/C=C/c2c([N+](=O)[O-])c(=O)n(C)c(=O)n2C)c(OC)c1	2.1%	6.7%	-7.9%	-32.5%[inhibitor]	7.2%	-1.3%	-0.7%	-3.7%
CC(C)C(=O)Nc1ncc(Cc2ccccc2Cl)s1	4.7%	18.7%	?	·	12.9%	-3.8%	1.8%	6.5%
CC(C)(C)OC(=O)N1CCC[C@H]1C(O)(c1ccccc1)c1ccccc1	13.6%	·	·	0.3%	8.7%	-5.4%	-1.6%	-3.4%
S=C(c1ccc(N2CCCC2)cc1)N1CCCCC1	1.9%	-14.0%	-10.9%	14.8%	20µM*	3.9%	1.4%	3.6%
O=C(c1ccccc1)C1CCc2occc2C1=O (stereo unspecified)	0.3%	-5.9%	?	-4.0%	6.0%	1.3%	-2.5%	87.6%[activator]
Cc1ccc(-c2cc(C(=O)NCCCn3ccnc3)c3ccccc3n2)s1	?	11.6%	?	-44.8%[inhibitor]	?	?	29.0%	9.1%
COC(=O)Nc1nc2ccc(SC(C)C)cc2[nH]1	-5.6%[25.5 µM]	·	·	?	4.3%[20.9 µM]	-15.2%[29.1 µM]	-7.0%[29.1 µM]	3.2%[21.6 µM]
c1ccc2nc3c(nc2c1)sc1nc2ccccc2n13	?	-1.6%	0.7%	36.2%	9.3%	0.8%	-4.0%	3.5%
O=C1CC(C(=O)Nc2ccc(F)cc2)n2cnnc2N1 (stereo unspecified)	10.2%	28.2%	0.2%	16.3%	3.7%	1.1%	-8.3%	8.2%
CCCC1=NN(C(=O)Cc2ccc(OC)c(OC)c2)C(O)(C(F)(F)F)C1 (stereo unspecified)	2.2%	-1.6%	·	·	·	3.8%	-7.9%	5.2%
N/C(=N\OC(=O)c1ccccc1Cl)c1ccccn1	-0.4%	0.8%	-0.4%	?	12.3%	2.2%	-10.7%	-5.7%
COc1ccc(C2=CC(c3ccc(C)cc3)n3nnnc3N2)cc1 (stereo unspecified)	?	21.2%	4.6%	1.9%	?	-6.6%	-5.7%	-2.3%
NC(=O)/C(=C\c1ccncc1)c1cccc2ccccc12	-22.6%	-0.7%	·	-5.6%[9.22 µM]	1.5%[13.5 µM]	2.2%	-8.2%	3.9%[14.2 µM]
CCN(CC)c1ccc(/C=N/Nc2nc(C)cc(=O)[nH]2)cc1	?	?	7.9%	-21.2%	?	3.9%	4.0%	3.8%
COc1ccc(C(=O)Nc2cc(OC)c(Cl)cc2Cl)cc1	-196.5%	8.5%	-8.0%	-5.3%	-5.3%	5.2%	5.2%	-1.1%
CC(=O)Nc1ccc(-n2c(C)ccc2C)cc1	-7.4%	-1.8%	-3.3%	27.8%	-5.4%	10.0%	·	19.8%
CC12CCC(C(=O)O)(c3nc4cc([N+](=O)[O-])ccc4nc31)C2(C)C (stereo unspecified)	3.8%	-0.2%	·	·	·	5.0%	3.7%	-1.1%
CNC(=S)N/N=C/c1ccc(-c2ccc(C(=O)O)cc2)o1	?	-4.2%	·	·	·	20.8%	-1.1%	-16.4%
C[C@@H]1C=C[C@](Cc2ccccc2)(C(=O)NCCc2c[nH]c3ccccc23)N1C(=O)c1ccccc1	2.4%&-7.7%	3.6%	-8.3%	-38.9%&-21.0%	-8.0%&-4.5%	-5.9%&13.1%	-13.7%&2.2%	3.5%&-3.3%
COc1ccc(CNC(=O)c2sc(=S)n(-c3ccccc3)c2N)cc1	?	5.4%	·	·	·	-9.2%	4.6%	-6.0%
Cc1cccc(NC(=O)C2C(C(=O)O)C3C=CC2C32CC2)c1C (stereo unspecified)	18.1%	11.9%	-11.0%	-28.3%	-4.1%	2.4%	-7.2%	-32.1%
O=C(CSc1ccc(Cl)cc1)NC1CCCc2ccccc21 (stereo unspecified)	3.7%	5.7%	-6.9%	-14.3%	?	-7.9%	-7.3%	-4.3%
O=C(Nc1ccc(C(=O)N2CCCCC2)cc1)c1ccc(Br)cc1	-0.3%	-2.3%	3.2%	-20.5%	14.1µM*	14.2%	6.1%	9.3%
COc1ccccc1N(O)C1CC(=O)N(c2ccc(Br)cc2)C1=O (stereo unspecified)	-28.3%	8.91µM*	-0.7%	6.7%	17.8µM*	1.7%	0.3%	3.5%

Continuation.
Structure	KDM4E inh	GAA glycogen	GAA inhib	SMN2 splice up	ALDH1A1 inh	GLA spleen mod	GAA spleen mod	RGS12 GoLoco inh
CCCCc1ccc(NS(=O)(=O)N(C)C)cc1	1.1%	-8.0%	-11.4%	-24.8%	8.0%	9.3%	2.5%	-4.9%
CC1(C)CC(=O)C2=C(C1)N(c1ccc(F)cc1)C(=O)C2(NC(=O)c1ccccc1)C(F)(F)F (stereo unspecified)	4.3%	15.2%	?	-13.1%	7.9%	4.9%	-3.4%	4.4%
O=C1CN(C(=O)COC(=O)c2ccccc2NC(=O)c2ccco2)c2ccccc2N1	-7.3%	-1.2%	-2.6%	-7.3%	-4.8%	-4.8%	-3.8%	-2.6%
COc1ccc(C2(C(=O)Nc3ccc(C)c(C)c3)CCOCC2)cc1	-0.5%	18.8%	9.1%	-2.7%	1.0%	3.0%	4.1%	9.9%
Cc1cc(C)c2c(c1)/C(=N/NC(=S)Nc1ccc(F)cc1)CCC2	9.2%	-13.8%	-4.9%	5.9%	-5.0%	6.7%	-4.5%	12.5%
COc1ccc(Cl)cc1C(=O)NCC#N	-4.4%	7.1%	-11.6%	-1.9%	-3.7%	0.5%	-1.7%	14.0%
O=c1cc(CO)oc(CN2CCN(c3cccc(C(F)(F)F)c3)CC2)c1O	?	-8.0%	-3.3%	3.5%	8.9%	-10.6%	-3.9%	-3.7%
COC(=O)NCc1ccc2c(c1)OCO2	3.9%	-3.2%	-1.7%	?	-4.0%	-5.0%	-0.2%	-11.5%
CCc1ccccc1NNC(=O)c1snnc1C	11.5%	?	-7.5%	·	-5.2%	-4.8%	0.4%	6.0%
CCOc1ccc2nc(NC(=O)c3c([N+](=O)[O-])cnn3CC)sc2c1	-4.0%	12.8%	-4.3%	5.0%	5.6%	-11.5%	1.3%	-4.0%
COc1cccc(N2CCN(C(=O)Nc3ccc4c(c3)NC(=O)CO4)CC2)c1	12.1%	-0.7%	3.0%	-9.5%	12.0%	1.5%	-1.4%	11.8%
C[C@H](NC(=O)OCc1ccccc1)c1nnc([C@H](Cc2ccccc2)NC(=O)OC(C)(C)C)o1	-4.4%	-8.8%	·	·	·	5.3%	-1.5%	-6.0%
COc1ccc(OCCNS(=O)(=O)c2ccccc2)cc1	-1.9%	-1.8%	2.4%	2.9%	?	3.1%	-1.2%	3.1%
CCOC(=O)CC1C(=O)NCCN1C(=O)c1sc2ccccc2c1Cl (stereo unspecified)	-7.3%	-8.1%	8.0%	-13.3%	?	4.4%	7.1%	-0.1%
CC[N+](CC)(CC)CCCCOc1ccc2c(c1)C(=O)c1cc(OCCCC[N+](CC)(CC)CC)ccc1-2	0.2%	2.0%	·	·	·	2.5%	2.8%	-24.3%
O=C(OCc1nnc(-c2ccc(Br)cc2)o1)c1cncc(Br)c1	-3.3%	-9.0%	-9.2%	-1.4%	1.5%	9.9%	-6.9%	4.5%
O=S(=O)(c1cccc(Cl)c1)N1CCCC1	4.0%	-9.5%	-1.9%	-14.6%	?	28.7%	3.7%	-17.6%
O=C(CSc1ccc(-c2ccc(F)cc2)nn1)NCc1ccco1	1.1%	-8.3%	3.3%	-4.6%	4.5%	-3.7%	-6.1%	7.1%
Cc1nn(-c2ccccc2)c(C)c1C=O	-2.9%	-1.7%	·	·	·	6.1%	3.2%	3.8%
C=CCc1cccc(C2Nc3ccccc3C(=O)N2O)c1O (stereo unspecified)	?	?	1.9%	-19.0%	2.4%	-5.1%	-1.4%	9.0%
CCOC(=O)c1c(NC(=O)CN2CCCCC2)sc2c1CCCC2O (stereo unspecified)	-0.3%	22.6%	-1.6%	-13.6%	?	3.3%	5.2%	4.7%
Cc1ccc(OCC(=O)c2ccc3c(c2)CCCC3)cc1C	3.2%	-8.3%	0.3%	22.3%	-1.4%	-8.3%	-5.3%	5.8%
Cc1cc(C)cc(N(C(=O)Cn2nnc(-c3ccccc3)n2)C(C(=O)NC2CCCCC2)c2ccccn2)c1 (stereo unspecified)	-4.4%	-0.1%	-0.7%	7.0%	6.0%	9.5%	-1.2%	9.6%
CSc1nc2c(c(C(F)(F)F)n1)CC(C)CC2 (stereo unspecified)	0.9%	4.1%	2.2%	13.5%	-9.5%	2.0%	-1.6%	-2.1%
CCc1c(C)c(C#N)c2nc3ccccc3n2c1Cl	-19.6%	8.7%	0.7%	-104.8%[inhibitor]	8.2%	4.2%	-3.9%	0.4%

Assay outcomes deposited in PubChem BioAssay by National Center for Advancing Translational Sciences (NCATS).

The list is partial, so the mix of outcomes need not match the whole.
